Vif inh – HIV Vif inhibition | HEK293T cells, Vif self-association by quenched fluorescence, imaging, 24 h | inhibition, % at 7.49 µM | hit rate 0.35% among 340,000; in the data active means inhibition above about 50%, passing the limit was not always enough; further: some results filed as inactive read as strong as hits
PDI inh – blocks human protein disulfide isomerase activity; hit rate 0.052% among 350,000; inhibition, % at 10 µM; AID 588391; P07237; PDI insulin aggregation turbidity, A650, 90 min;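 active means mean inhibition across replicates of 30% or more, whatever share of single replicates reach that level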;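 further: absorbance from insulin aggregation driven by PDI reduction with DTT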
Target sequence (P07237 whole entry, looked up): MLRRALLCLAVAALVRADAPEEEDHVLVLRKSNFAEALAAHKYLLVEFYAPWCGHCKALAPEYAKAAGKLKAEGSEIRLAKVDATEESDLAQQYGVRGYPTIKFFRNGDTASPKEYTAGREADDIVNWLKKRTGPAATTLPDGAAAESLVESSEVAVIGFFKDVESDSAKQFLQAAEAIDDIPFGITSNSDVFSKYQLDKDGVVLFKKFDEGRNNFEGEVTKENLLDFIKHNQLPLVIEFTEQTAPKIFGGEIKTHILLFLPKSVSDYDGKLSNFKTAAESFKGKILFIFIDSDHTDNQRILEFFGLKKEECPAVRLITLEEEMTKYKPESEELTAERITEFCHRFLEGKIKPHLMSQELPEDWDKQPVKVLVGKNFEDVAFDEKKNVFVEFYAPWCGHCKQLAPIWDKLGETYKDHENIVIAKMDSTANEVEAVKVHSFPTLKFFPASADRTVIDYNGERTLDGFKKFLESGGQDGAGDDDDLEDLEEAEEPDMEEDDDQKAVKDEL
aDG glyco up – alpha-DG glycosylation activation. activation, % at 10 µM. hit rate 0.22% among 360,000. Pro5-aDG cells, alpha-DG glycosylation AlphaScreen (IIH6); 0% Pro5, 100% B10-LARGE cell signal;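 active means activation of at least 8% versus controls, or a plate z-score of at least 8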;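 further: Pro5 are CHO cells carrying HIG-tagged alpha-DG that lacks glycosylation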
MITF TRPM1 inh – reduces MITF-dependent TRPM1 promoter luciferase signal; AID 488899; inhibition, % at 12.5 µM; hit rate 0.83% among 330,000; SK-MEL-5 TRPM1 promoter luciferase, 24 h;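 active means mean inhibition across replicates of 60% or more, whatever share of single replicates reaches that level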; further: values of inactives mirror those of a sister screen read the other way
HIF-2a inh – HIF-2a inhibition | hit rate 0.72% among 360,000 | 786-0 RCC cells HIF-2a reporter, luciferase luminescence, overnight | inhibition, % at 18.8 µM;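 active means inhibition of the luminescence signal of 40% or more relative to plate controls, in a single-dose primary screen at 18.75 µM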
iPSC survival up – enhancers of human iPSC single-cell survival; hiPSC single-cell survival, ATPlite luminescence; 100% = ROCK inhibitor wells, 0% = DMSO; survival enhancement, % at 20 µM; hit rate 0.044% among 360,000; AID 602274; in the data active means survival enhancement above about 18%;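 further: cells exposed to compounds for 16 hours before the ATP read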
NR2E3 ag-1 – agonists of human NR2E3 nuclear receptor; inhibition of corepressor binding, % at 3.98 µM; CHO-S Gal4-NCOR/VP16-NR2E3 two-hybrid, luciferase; Q9Y5X4; hit rate 0.35% among 360,000; AID 602229;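 active means inhibition above the mean of all tested compounds plus 3 SD, cut at about 70% in these data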;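 further: 0% = DMSO with NR2E3 transfected cells and 100% = cells lacking NR2E3 construct; higher means lower luciferase signal from less NR2E3 corepressor binding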
Target sequence (Q9Y5X4 whole entry, looked up, the tested form may be a part): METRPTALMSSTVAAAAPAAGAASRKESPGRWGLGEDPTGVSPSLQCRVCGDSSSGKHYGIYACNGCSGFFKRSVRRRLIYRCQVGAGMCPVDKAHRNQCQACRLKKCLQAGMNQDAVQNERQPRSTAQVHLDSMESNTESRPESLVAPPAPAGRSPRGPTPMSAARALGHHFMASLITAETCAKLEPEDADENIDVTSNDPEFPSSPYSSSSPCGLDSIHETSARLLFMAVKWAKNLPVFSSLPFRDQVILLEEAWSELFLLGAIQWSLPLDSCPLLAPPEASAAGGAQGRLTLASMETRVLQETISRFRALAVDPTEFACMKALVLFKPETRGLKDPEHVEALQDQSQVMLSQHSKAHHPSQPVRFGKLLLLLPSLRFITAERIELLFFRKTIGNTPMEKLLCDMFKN
NR2E3 ag-2 – agonists of human nuclear receptor NR2E3; Q9Y5X4; hit rate 0.12% among 320,000; AID 2300; GST-NR2E3/biotin-RetCOR TR-FRET, 1536-well; inhibition of corepressor binding, % at 4.78 µM;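 active means percent inhibition above the cutoff of mean plus 3 SD of all tested compounds, set per screening campaign, cut at about 20% in these data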;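 further: 0% = DMSO wells and 100% = biotin wells as full block of FRET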
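System: GST-tagged NR2E3 plus biotinylated RetCOR corepressor; Buffer or medium: pH 7.5 Tris-based buffer; Probe or stimulus: RetCOR corepressor, biotinylated, 7 nM; Doses: compound at 4.8 µM, single dose; Schedule: 5 h incubation at 4 °C; Technique: time-resolved FRET; Evaluation: percent inhibition of TR-FRET ratio; Replication: one well per compound, singlicate testing.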
Peg3 prom inh – reduces Peg3 promoter-driven luciferase expression in HeLa | HeLa PEG-Prom luciferase reporter, luminescence, overnight | inhibition, % at 20 µM | hit rate 1.7% among 360,000 | AID 588405;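 active means inhibition of at least 50% at 20 µM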
CaV13 FRET inh – Disruptors of the CACNA1D IQ motif to Ca2+-dependent inactivation inhibitor domain association, primary screening, Förster resonance energy transfer in intact living …; hit rate 0.098% among 340,000; HEK cells, CFP/YFP FRET ICDI-IQ, plate reader, 10 min; percent FRET-ratio fall versus neutral wells; inhibition, % at 12.3 µM; AID 743397;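 active means mean replicate inhibition of at least 30% and at least 1% of replicates passing that level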;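 further: 0% = median of the neutral control wells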
Exocytosis inh – blocks lytic granule exocytosis; TALL-104 LAMP-1 surface exposure, flow cytometry; cells stimulated with thapsigargin and PMA; inhibition, % at 10 µM; hit rate 0.66% among 360,000; AID 651702;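 active means inhibition above about 55%, limit read from the data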
* marks the source's active call; other numbers are inactive results; · = no result given.

SMILES | Vif inh | PDI inh | aDG glyco up | MITF TRPM1 inh | HIF-2a inh | iPSC survival up | NR2E3 ag-1 | NR2E3 ag-2 | Peg3 prom inh | CaV13 FRET inh | Exocytosis inh
COc1cccc(C(=O)OCc2cc(=O)oc3c(C)c(C)ccc23)c1OC | 2 | -10 | 0.2 | 0 | -2 | 0.8 | -24 | 3 | -31 | -2 | 0
Cc1nc(S(=O)(=O)N(C)Cc2ccccc2)c(C#N)c(C)c1Cl | 11 | -6 | -0.1 | 9 | 11 | 2.3 | 2 | 5 | 0 | -4 | 2
CCOCCCNC(=O)CCN1C(=O)c2ccccc2Sc2ncccc21 | -5 | -5 | 0.0 | 0 | 7 | -0.7 | 6 | 2 | 2 | -3 | 8
CN(CCc1ccccc1)C(=O)c1ccc(NC(=O)Cc2ccc(NC(=O)C3CCN(C(=O)C4CCC4)CC3)cc2)cc1 | -3 | -5 | 0.1 | 3 | -4 | -2.3 | -10 | · | 4 | -5 | -3
O=C(/C=C/c1ccccc1)OCCN=C1NS(=O)(=O)c2ccccc21 | 11 | -1 | 0.4 | 1 | 10 | -0.5 | -7 | 0 | 9 | -7 | 8
COc1ccc(NC(=O)C2(c3ccc(NC(=O)c4ccc(OC)c(OC)c4)cc3)CCCC2)cc1 | · | -6 | 0.0 | 7 | 5 | -0.5 | -4 | 1 | 15 | -9 | -1
Cc1ccc(NC(=O)c2cc3ccccc3o2)cc1S(=O)(=O)N(C)C | 5 | -5 | -0.1 | -63 | -298 | -4.7 | -84 | · | -180 | -9 | 0
COc1cccc(C(=O)NCC(=O)OCC(=O)Nc2ncc(Cl)cc2Cl)c1 | 0 | -4 | 0.0 | 14 | 7 | 0.2 | -53 | 5 | 12 | 0 | 11
Cc1cccc(OCC(=O)Nc2ccccc2N2CCN(C(=O)C(C)C)CC2)c1C | 12 | 3 | 0.4 | 7 | 5 | -2.2 | -12 | 2 | 3 | -6 | 0
Cc1cc(C)c2oc(C(=O)N(Cc3cccs3)C3CCS(=O)(=O)C3)cc(=O)c2c1 (stereo unspecified) | -6 | -1 | 0.1 | -3 | 16 | -0.1 | -12 | 1 | 13 | -5 | 3
C[C@@H]1CN([C@H](C)CO)C(=O)Cc2cc(NC(=O)Cn3cnnn3)ccc2O[C@@H]1CN(C)Cc1ccc(Cl)c(Cl)c1 | 8 | 2 | 0.1 | -5 | 4 | 0.0 | 11 | · | 15 | -3 | 8
CCOC(=O)C1CCCN(C(=O)c2cc(=O)c3ccccc3o2)C1 (stereo unspecified) | 6 | -1 | 0.4 | 11 | 12 | 1.1 | -12 | -2 | 7 | -5 | 5
CC(NC(=O)C1CCN(S(=O)(=O)c2ccc3c(c2)NC(=O)CO3)CC1)c1ccccc1 (stereo unspecified) | 6 | 2 | 0.0 | 3 | -1 | 1.1 | 1 | 0 | -10 | -2 | -26
CSc1cc(C)n(-c2ccc(Cl)cc2)c(=S)c1C(C)=O | -2 | -3 | -0.1 | 2 | 13 | -1.5 | -8 | 1 | 7 | · | -1
CC1(C(=O)NS(=O)(=O)c2ccccc2Cl)CCN1C(=O)CCC1CCCC1 (stereo unspecified) | 2 | 0 | -0.2 | · | 1 | 2.1 | 3 | · | 6 | -5 | 5
Cc1cccc(NC(=O)CN(C)C(=O)C2CCCC2)c1C | -1 | -1 | 0.2 | 1 | 4 | 0.4 | -1 | 6 | 0 | -5 | -5
CC(=O)Nc1ccc(C(=O)N/N=C/c2ccccc2OCc2ccccc2)cc1 | 7 | 0 | -0.4 | 2 | -47 | 5.6 | -17 | 2 | -22 | 5 | 0
COCCn1c(=N)c(C(=O)NCCc2ccc(OC)cc2)cc2c(=O)n3cccc(C)c3nc21 | 2 | -2 | 2.7 | -8 | 5 | -0.5 | -33 | -2 | 12 | -2 | 8
Cn1c(NC(=O)c2ccccc2)cc(=O)n(C)c1=O | 3 | 1 | 0.0 | 2 | 6 | -0.8 | -21 | 2 | 10 | -5 | 2
CCN(CC)c1ccc(NC(=O)c2cccc(OC)c2)c(C)c1 | -12 | -1 | 0.0 | -4 | -79 | -1.2 | -53 | -2 | -37 | · | 2
Cc1ccnc(NC(=O)c2cccc(S(=O)(=O)N3CCOCC3)c2)c1 | -14 | 4 | 0.3 | 1 | -208 | -0.2 | -65 | -3 | -255 | -6 | -2
CCOC(=O)c1c(NC2OC(=O)c3c2ccc(OC)c3OC)sc(C(=O)OC(C)(C)C)c1C (stereo unspecified) | -1 | 0 | -0.2 | -32 | -288 | -0.7 | -77 | -1 | -204 | -6 | 13
CCOc1ccc(/C=N/NC(=S)NC2CC3C=CC2C3)cc1 (stereo unspecified) | · | 0 | 0.4 | -4 | -47 | -0.4 | 37 | -3 | 8 | -19 | -21
COc1ccc(N2C(=O)CC(NCC#N)C2=O)cc1 (stereo unspecified) | -3 | 8 | -0.2 | 2 | 22 | -0.7 | -1 | -1 | 7 | -4 | 7
Cc1ccc(NC(=O)c2cc(NC(=O)/C=C\C(=O)O)ccc2N2CCCCC2)cc1 | 8 | -3 | 0.1 | -4 | 9 | -0.2 | -8 | -1 | 10 | -2 | 9
CC(C)NC(=O)/C=C/C(=O)O | 7 | -3 | -0.1 | -10 | 14 | 4.6 | -21 | 0 | 10 | -4 | 16
COc1ccc(C(=O)/C=C/c2ccccc2C(F)(F)F)cc1 | 10 | -1 | 0.4 | 14 | -91 | -0.3 | -22 | 3 | -107 | -5 | 0
CC(OC(=O)CC(C)c1ccccc1)C(=O)Nc1ccc(Cl)cn1 (stereo unspecified) | -9 | -5 | 0.2 | 5 | 4 | -0.4 | -1 | · | 13 | -6 | -8
O=C(NCCO)C(=O)NCC1OCCCN1S(=O)(=O)c1ccc2c(c1)OCCO2 (stereo unspecified) | 6 | 12 | -0.3 | 6 | 8 | 0.9 | -30 | 1 | 13 | -6 | 0
Cc1cc(C)c(S(=O)(=O)c2ccc(Cl)cc2)c(Cl)n1 | -1 | 6 | 0.1 | 16 | 20 | 1.0 | -2 | 2 | 9 | -4 | -4
CCC(CC)c1nnc(NC(=O)c2ccc(S(=O)(=O)N3CCc4ccccc4C3)cc2)s1 | -2 | 0 | 0.2 | 7 | 16 | 2.0 | 4 | 0 | -13 | -3 | 3
O=C(Nc1ccccc1C(=O)N1CCOCC1)c1ccc(CSc2ccccc2)cc1 | 2 | 5 | -0.2 | 13 | 12 | 0.7 | -47 | 2 | 14 | -1 | -5
CCOc1cc(/C=N/N=C(\N)c2nonc2N)cc(Br)c1OCc1cccc2ccccc12 | 1 | 0 | -0.6 | 52 | -9 | -2.6 | -25 | -2 | 20 | -3 | -1
Cc1c2cccn2cc[n+]1C | 0 | 12 | 0.2 | -2 | 22 | 2.2 | -6 | 2 | -3 | -3 | -2
CCCCN1C(=O)N(C)C2NC(=O)NC21 (stereo unspecified) | · | 2 | 0.0 | -1 | 11 | -2.2 | -8 | 9 | 15 | -3 | -4
Cc1nn(CCCC(=O)Nc2cccnc2)c(C)c1[N+](=O)[O-] | 0 | 1 | -0.1 | -9 | 7 | 0.0 | -25 | -3 | -2 | -13 | 0
O=C(COc1ccc(Br)cc1Cl)NC(=O)NC1CCCC1 | -5 | 12 | 0.1 | -93 | -383 | -0.5 | -61 | 2 | -422 | -6 | -1
Cc1cc(C)n2cc(CSc3nnnn3-c3ccc(Cl)cc3)nc2n1 | · | -7 | -0.2 | 3 | 13 | 1.8 | 1 | -3 | 7 | 0 | 26
COc1cccc(NC(=O)COC(=O)c2ccccc2C(=O)N(C)c2ccccc2)c1 | -6 | -10 | 0.1 | 5 | -18 | -1.2 | -8 | 1 | 7 | -2 | -5
O=C(NC1CCCC1)C(c1ccccc1)N(Cc1ccc2c(c1)OCO2)C(=O)Cc1cccs1 (stereo unspecified) | -8 | -5 | -0.2 | 9 | 22 | -0.9 | 1 | 0 | 49 | -4 | 1
CCC(C(=O)NC(C)(C)C)N(Cc1ccco1)C(=O)Cn1nnc(-c2ccc(F)cc2)n1 (stereo unspecified) | 3 | -6 | -0.1 | 8 | 14 | -0.7 | -7 | 0 | 5 | 1 | -1
CC(=O)CSc1nnc(CSc2ncccn2)n1C1CCCCC1 | 3 | -2 | -0.2 | 1 | 2 | -1.9 | -16 | 3 | 6 | -8 | -3
CC(CCc1ccccc1)N1CCN(C)CC1 (stereo unspecified) | 10 | 7 | -0.2 | -1 | 21 | -0.4 | 15 | 1 | -4 | 5 | -1
CCC(C)(C)NC(=O)CN(C(=O)c1ccc(N2CCCC2)nc1)c1ccc(F)cc1 | 15 | 1 | -0.1 | 15 | 10 | 0.0 | -25 | 4 | 12 | -5 | -2

Another view of six compounds above.
Values run as follows: Vif inh | PDI inh | aDG glyco up | MITF TRPM1 inh | HIF-2a inh | iPSC survival up | NR2E3 ag-1 | NR2E3 ag-2 | Peg3 prom inh | CaV13 FRET inh | Exocytosis inh
> O=C(NCCO)C(=O)NCC1OCCCN1S(=O)(=O)c1ccc2c(c1)OCCO2 (stereo unspecified)
 : 6 | 12 | -0.3 | 6 | 8 | 0.9 | -30 | 1 | 13 | -6 | 0
> Cc1cc(C)c(S(=O)(=O)c2ccc(Cl)cc2)c(Cl)n1
 : -1 | 6 | 0.1 | 16 | 20 | 1.0 | -2 | 2 | 9 | -4 | -4
> CCC(CC)c1nnc(NC(=O)c2ccc(S(=O)(=O)N3CCc4ccccc4C3)cc2)s1
 : -2 | 0 | 0.2 | 7 | 16 | 2.0 | 4 | 0 | -13 | -3 | 3
> O=C(Nc1ccccc1C(=O)N1CCOCC1)c1ccc(CSc2ccccc2)cc1
 : 2 | 5 | -0.2 | 13 | 12 | 0.7 | -47 | 2 | 14 | -1 | -5
> CCOc1cc(/C=N/N=C(\N)c2nonc2N)cc(Br)c1OCc1cccc2ccccc12
 : 1 | 0 | -0.6 | 52 | -9 | -2.6 | -25 | -2 | 20 | -3 | -1
> Cc1c2cccn2cc[n+]1C
 : 0 | 12 | 0.2 | -2 | 22 | 2.2 | -6 | 2 | -3 | -3 | -2

Compound activity from PubChem BioAssay.
